High-throughput results as filed in PubChem.
Cav32 inh: Cav3.2 calcium influx blockers – cell-based, Fluo-4 calcium fluorescence, FDSS, MLSMR library, primary screen; Voltage-dependent T-type calcium channel subunit alpha-1H (Homo sapiens), O95180; Cav3.2-expressing cells; hits give low values; B-score at 10 µM; actives 4% (n = 100,000); AID 449739, 2010;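 active = single-dose well whose peak fluorescence ratio is a statistical outlier from its plate by either plate-standardised score or position-corrected B-score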
Target sequence (O95180 whole entry, looked up): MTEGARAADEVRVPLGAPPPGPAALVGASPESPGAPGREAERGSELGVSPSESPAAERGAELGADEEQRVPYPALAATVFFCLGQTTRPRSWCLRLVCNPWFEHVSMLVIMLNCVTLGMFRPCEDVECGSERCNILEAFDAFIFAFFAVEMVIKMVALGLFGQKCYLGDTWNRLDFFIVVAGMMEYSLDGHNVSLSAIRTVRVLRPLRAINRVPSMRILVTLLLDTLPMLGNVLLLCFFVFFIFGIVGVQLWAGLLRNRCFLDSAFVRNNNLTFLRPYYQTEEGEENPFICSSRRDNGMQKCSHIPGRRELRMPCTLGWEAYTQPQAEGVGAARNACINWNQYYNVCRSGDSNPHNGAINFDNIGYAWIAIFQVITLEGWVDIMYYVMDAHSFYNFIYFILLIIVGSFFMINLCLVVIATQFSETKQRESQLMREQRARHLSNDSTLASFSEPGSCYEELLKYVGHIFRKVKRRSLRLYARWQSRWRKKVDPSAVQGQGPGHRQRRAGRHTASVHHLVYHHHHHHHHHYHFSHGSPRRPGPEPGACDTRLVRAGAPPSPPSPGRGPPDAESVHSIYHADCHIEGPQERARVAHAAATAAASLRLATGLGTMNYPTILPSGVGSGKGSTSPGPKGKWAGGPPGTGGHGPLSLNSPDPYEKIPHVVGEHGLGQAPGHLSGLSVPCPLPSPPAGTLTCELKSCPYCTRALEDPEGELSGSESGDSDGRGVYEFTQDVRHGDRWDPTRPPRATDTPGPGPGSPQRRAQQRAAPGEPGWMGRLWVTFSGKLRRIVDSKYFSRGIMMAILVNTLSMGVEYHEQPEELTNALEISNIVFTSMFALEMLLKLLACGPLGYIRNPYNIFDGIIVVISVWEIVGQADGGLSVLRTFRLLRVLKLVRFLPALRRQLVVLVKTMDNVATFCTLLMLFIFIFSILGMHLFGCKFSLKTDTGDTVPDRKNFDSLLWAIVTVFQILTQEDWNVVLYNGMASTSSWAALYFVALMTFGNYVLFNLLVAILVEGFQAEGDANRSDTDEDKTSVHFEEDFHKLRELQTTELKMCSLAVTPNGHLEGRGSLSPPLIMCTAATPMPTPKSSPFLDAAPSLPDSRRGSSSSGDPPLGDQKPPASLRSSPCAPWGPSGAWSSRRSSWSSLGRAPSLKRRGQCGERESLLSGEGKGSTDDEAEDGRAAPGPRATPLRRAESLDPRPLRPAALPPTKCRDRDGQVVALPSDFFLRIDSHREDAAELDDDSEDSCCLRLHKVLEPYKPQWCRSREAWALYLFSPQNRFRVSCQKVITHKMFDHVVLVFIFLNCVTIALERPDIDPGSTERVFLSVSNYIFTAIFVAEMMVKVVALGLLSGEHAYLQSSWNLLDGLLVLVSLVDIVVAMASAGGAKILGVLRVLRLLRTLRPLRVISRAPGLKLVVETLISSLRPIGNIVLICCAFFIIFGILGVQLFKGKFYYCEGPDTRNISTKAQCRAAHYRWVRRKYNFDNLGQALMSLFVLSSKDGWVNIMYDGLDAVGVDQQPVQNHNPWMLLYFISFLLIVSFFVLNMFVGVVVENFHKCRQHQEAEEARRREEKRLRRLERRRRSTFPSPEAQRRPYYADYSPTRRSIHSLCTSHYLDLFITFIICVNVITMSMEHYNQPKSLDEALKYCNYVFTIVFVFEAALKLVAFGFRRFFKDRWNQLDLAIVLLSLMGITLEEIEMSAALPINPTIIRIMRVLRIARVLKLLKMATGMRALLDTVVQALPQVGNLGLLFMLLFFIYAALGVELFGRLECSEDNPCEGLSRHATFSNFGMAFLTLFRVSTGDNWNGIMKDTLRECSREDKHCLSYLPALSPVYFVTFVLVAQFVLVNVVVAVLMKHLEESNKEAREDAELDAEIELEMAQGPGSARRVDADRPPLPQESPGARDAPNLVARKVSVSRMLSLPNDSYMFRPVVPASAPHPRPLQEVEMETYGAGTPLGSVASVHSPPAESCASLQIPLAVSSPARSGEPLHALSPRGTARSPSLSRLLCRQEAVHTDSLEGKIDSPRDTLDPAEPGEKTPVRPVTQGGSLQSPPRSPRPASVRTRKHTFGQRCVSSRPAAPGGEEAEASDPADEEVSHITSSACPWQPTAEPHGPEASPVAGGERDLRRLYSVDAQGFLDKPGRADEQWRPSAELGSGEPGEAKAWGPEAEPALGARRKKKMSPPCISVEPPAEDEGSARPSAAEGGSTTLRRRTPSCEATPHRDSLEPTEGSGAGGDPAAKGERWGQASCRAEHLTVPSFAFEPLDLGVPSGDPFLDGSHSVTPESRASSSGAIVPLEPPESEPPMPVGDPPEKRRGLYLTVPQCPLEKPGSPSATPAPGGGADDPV
* marks the source's active call; other numbers are inactive results. A portion of the library. The share of hits here may be higher or lower than overall.

canonical_smiles	Cav32 inh
O=C(CCS(=O)(=O)Cc1ccccc1)N1CCc2ccccc2C1	0.88
Cc1noc(C)c1S(=O)(=O)NCc1ccc2c(c1)OCO2	0.42
CC1CCN(c2nc3c(c(=O)[nH]c(=O)n3C)n2CCSc2nc3ccccc3o2)CC1	0.68
C=CCn1c(SCC(=O)Nc2ccccc2OC)nnc1-c1ccco1	0.057
Cc1ccc(C(=O)OCC(=O)Nc2ncc(C(F)(F)F)cc2Cl)cc1NC(=O)c1ccco1	-0.29
Cc1sc2ncnc(Oc3ccc(-n4ccnc4)cc3)c2c1C	-2.2
COC(=O)COc1ccc(S(=O)(=O)NCc2cccnc2)cc1	1.1
COc1ccccc1C(=O)NC(=Nc1nc2ccccc2o1)NC(=O)c1ccccc1OC	-3
CCOC(=O)C1=C(CSc2nccn2C)NC(=O)NC1c1cc(C)ccc1C (stereo not given)	0.68
Cc1ccc2c(c1)NC(=O)C(CC(=O)NCCN(CC(C)C)CC(C)C)O2 (stereo not given)	1.5

For reference, 2 of the compounds above:
canonical_smiles	Cav32 inh
CCOC(=O)C1=C(CSc2nccn2C)NC(=O)NC1c1cc(C)ccc1C (stereo not given)	0.68
Cc1ccc2c(c1)NC(=O)C(CC(=O)NCCN(CC(C)C)CC(C)C)O2 (stereo not given)	1.5

(list continues)
canonical_smiles	Cav32 inh
CN(C)S(=O)(=O)c1ccc2[nH]cc(/C=C/c3nc4ccccc4c(=O)n3-c3ccccc3)c2c1	0.098
Cc1cc(NCCO)nc(N2CCOCC2)n1	0.64
O=c1c2cc(F)ccc2[nH]c(=S)n1CCCN1CCOCC1	0.98
Cc1cc2c(c(=O)n1Cc1cccnc1)C(c1ccc(F)cc1)C(C#N)=C(N)O2 (stereo not given)	0.96
OCCN1CCOCCN(CCO)CCN(CCO)CC1	-3.9
COc1cccc(-n2nnnc2SCC(=O)Nc2ccc(C(C)=O)cc2)c1	0.11
Cc1cccc(NC(=O)C2CC(=O)OC23CCCCC3)c1 (stereo not given)	-0.11
O=C(Nc1ccc(OC(F)(F)C(F)F)c(NC(=O)c2ccc(F)cc2)c1)c1ccc(F)cc1	-0.26
CCOC(=O)N1CCN(C(=O)CSc2nnc(C3COc4ccccc4O3)o2)CC1 (stereo not given)	-0.84
O=[n+]1c2c(n([O-])c3cc(F)c(N4CCCC4)cc31)CCCC2	-7.3*

Part of the list above in order of length of the SMILES, largest number first:
canonical_smiles	Cav32 inh
O=C(Nc1ccc(OC(F)(F)C(F)F)c(NC(=O)c2ccc(F)cc2)c1)c1ccc(F)cc1	-0.26
CC1CCN(c2nc3c(c(=O)[nH]c(=O)n3C)n2CCSc2nc3ccccc3o2)CC1	0.68
Cc1cc2c(c(=O)n1Cc1cccnc1)C(c1ccc(F)cc1)C(C#N)=C(N)O2 (stereo not given)	0.96
C=CCn1c(SCC(=O)Nc2ccccc2OC)nnc1-c1ccco1	0.057
O=c1c2cc(F)ccc2[nH]c(=S)n1CCCN1CCOCC1	0.98
OCCN1CCOCCN(CCO)CCN(CCO)CC1	-3.9

Continued.
canonical_smiles	Cav32 inh
Cc1cccc(/C=C2/C(=O)/C(=C/c3ccccc3C)C3CCC2N3C)c1 (stereo not given)	0.52
COc1ccc(S(=O)(=O)N2CCC(C(N)=O)(N3CCCCC3)CC2)cc1	0.92
Cc1oc(C(=O)O)cc1CSCc1ccoc1C(=O)O	0.044
CC(C)C(c1nnnn1C1CCCCC1)N1CCc2ccccc21 (stereo not given)	-1
O=C(CC1COc2ccccc2O1)NCc1ccccc1 (stereo not given)	-0.37
O=C(Nc1ccc(NC(=O)C2CC2)nc1)c1ccccn1	-1.3
COC(=O)c1sccc1NC(=O)CN1CCN(c2ccc(F)cc2)CC1	-1.9
CCCOc1ccccc1-n1sc2c(c1=S)-c1cc(OC)cc3c1N(C(=O)C3=O)C2(C)C	0.57
CCOc1cccc(N2C(=O)CC(N(CCc3ccc(OC)c(OC)c3)C(=O)CC)C2=O)c1 (stereo not given)	0.28
Cc1cc(C)n(-c2c(F)c(F)c(CN3CCCCC3)c(F)c2F)n1	0.072

Further records follow.
canonical_smiles	Cav32 inh
OCCN1CCN(C(=S)c2ccc(Cl)cc2)CC1	-0.014
CCC(=O)N1CCCc2cc(S(=O)(=O)N3CCN(c4ccccn4)CC3)ccc21	0.91
CS(=O)(=O)c1ccc2nc(NC(=O)CN3CCCCCC3)sc2c1	0.76
COC(=O)c1cc(Br)c(=O)n(-c2cc(C)on2)c1	0.24
COC(=O)c1c(NC(=O)c2c(C)noc2C)sc2c1CCCCCC2	0.38
CCOc1ccc(C2C3=C(CCCC3=O)Nc3nc(C(F)(F)F)nn32)cc1OC (stereo not given)	0.83
COC(=O)C1=C(NC(=O)c2ccc(C)c(C)c2)CCS1	0.13
O=C(Cc1cccs1)N1CCCC(c2nc(-c3ccc(S(=O)(=O)N4CCCC4)cc3)no2)C1 (stereo not given)	-0.65
CN1C(C(=O)Nc2ccccn2)=C(O)c2sccc2S1(=O)=O	-0.11
CCOc1ccc(N(CC(=O)NCCCOC)S(C)(=O)=O)cc1	0.67

New compounds follow
canonical_smiles	Cav32 inh
O=C1OCCC1Sc1nnc(-c2ccc3c(c2)OCO3)n1-c1ccccc1 (stereo not given)	-0.6
Cn1c(=O)[nH]c(=O)c2c1nc(CN1CCN(c3ccc(F)cc3)CC1)n2CCCc1ccccc1	-0.16
COCCNC(=O)c1ccc(N(C)S(=O)(=O)c2ccc(OC)c(OC)c2)cc1	0.81
CCNC(=O)Nc1cc2nc(C)n(Cc3ccc(Br)cc3)c2nc1C	0.94
CC1CCCCN1Cc1ccc(N)cc1 (stereo not given)	-0.045
COC(=O)CCC(=O)Nc1ccc(S(=O)(=O)N2CCCCCC2)cc1	0.11
Cc1cc(C)c2[nH]c(=O)c(C(c3nnnn3CC3CCCO3)N3CCC(C)CC3)cc2c1 (stereo not given)	0.0027
CC1CC(C)(C)N(C(=O)NC2CCCCC2)c2ccccc21 (stereo not given)	-1.1
Cn1ncc(Cl)c1C(=O)Nc1sc2c(c1C(N)=O)CCC2	-0.54
CSc1ccccc1NC(=O)c1ccccc1N(Cc1ccccc1)S(C)(=O)=O	-4.9

A few values from the list:
`OCCN1CCN(C(=S)c2ccc(Cl)cc2)CC1` – Cav32 inh = -0.014
`CCC(=O)N1CCCc2cc(S(=O)(=O)N3CCN(c4ccccn4)CC3)ccc21` – Cav32 inh = 0.91
`CN(C)S(=O)(=O)c1ccc2[nH]cc(/C=C/c3nc4ccccc4c(=O)n3-c3ccccc3)c2c1` – Cav32 inh = 0.098

The results go on:
canonical_smiles	Cav32 inh
Cc1cc2ccccc2n1CCNC(=O)C(C)Oc1ccccc1 (stereo not given)	-2.1
CCCCOCCCNC(=O)c1ccccc1OCC	0.036
Cc1nc(NC(=O)CN(C)S(=O)(=O)c2ccc(Br)cc2)sc1C	-5.8*
O=C(COc1ccccc1)NC1=NCCS1	0.88
CC1CN(CC(O)COc2ccc(C(=O)c3ccccc3)cc2)CC(C)O1 (stereo not given)	0.95
CCN(CC)S(=O)(=O)c1cc(C(=O)NC2CCCCC2)ccc1C	0.61
O=c1c2ccccc2c(/C=N/n2cnnc2)c(O)n1-c1ccccc1	0.56
Clc1ccc2c(c1)-c1nnc(Br)n1-c1ccccc1S2	-3.9*
CCCCCN(C(=O)NC(=O)Nc1ccccc1OC)S(C)(=O)=O	0.08
CCC(=O)c1cccc2c1N=CC1=C(CC(C)(C)CC1=O)N2	0.24

Carrying on:
canonical_smiles	Cav32 inh
COc1ccc2c(c1)CC/C(=C\c1ccc(OC)c(Cn3cccn3)c1)C2=O	-1.8
CCn1c(-c2cc3ccccc3cc2O)n[nH]c1=S	-1.7
COC(=O)CNC(=O)C(NC(=O)c1ccc(Cl)cc1)C(C)C (stereo not given)	0.42
O=C(C1CCCCC1)N(Cc1nc2sc3c(c2c(=O)[nH]1)CCCC3)Cc1cccs1	-1.2
O=c1[nH]cnc2nn(-c3ccccc3)nc12	-3.7*
Cc1ccc(Cl)cc1N1CCN(Cc2nnnn2C2CCCCC2)CC1	-5.2*
CCCn1c(C(O)c2ccc(OCC)cc2)nc2ccccc21 (stereo not given)	-2.5
CCOC(=O)CCS(=O)(=O)c1ccc(-c2ccc(S(=O)(=O)CCC(=O)OCC)cc2)cc1	-0.013
CC1=CC(=O)C=C(C)C1=NOS(=O)(=O)c1ccccc1	-0.62
COCC(=O)N1CCCN(c2nc3c(C)cccc3cc2C#N)CC1	1.1

The list continues.
canonical_smiles	Cav32 inh
Cc1ccc(C(=O)NNc2nc3ccccc3nc2C(F)(F)F)cc1	-0.41
CCN(CC)CCn1c(=S)[nH]c2cc3c(cc2c1=O)OCO3	-0.038
O=C(Cn1ccc2ccccc2c1=O)NCCC(=O)N1CCN(c2cccc(Cl)c2)CC1	-0.83
Cc1ccc2cc(C#N)c(N3CCCN(S(=O)(=O)c4ccccc4)CC3)nc2c1C	-0.92
Cc1c(NC(=O)CCCCCN2C(=O)C3C4C=CC(C4)C3C2=O)c(=O)n(-c2ccccc2)n1C (stereo not given)	0.17
CCOC(=O)C(NCc1ccc(F)cc1)(NC(=O)c1ccccc1)C(F)(F)F (stereo not given)	-1.6
CC(C)NC(=O)Cn1cnc2c1c(=O)n(C)c(=O)n2C	0.07
Cn1c(CSCc2ccc(Cl)cc2)nnc1SCC(=O)Nc1nccs1	-0.33
CN(Cc1nc2ccccc2c(=O)[nH]1)CC(O)COCc1ccco1 (stereo not given)	-0.047
O=C(Nc1cccc2nsnc12)c1ccc(F)cc1	0.67

Continuation:
molecule,Cav32 inh
CCOC(=O)[C@@H]1[C@H]2COc3ccccc3[C@@H]2N2C(=O)N(c3ccc(F)cc3)C(=O)[C@]12C,0.24
COc1cc(OC)cc(C(C)=O)c1,0.11
CC1=C(C(N)=O)C(c2ccc3c(c2)OCO3)n2nc(-c3cccc(C)c3)nc2N1 (stereo not given),0.35
CCOC(=O)CSc1nnc([C@H](Cc2ccccc2)NC(=O)OC(C)(C)C)o1,-0.56
Cc1csc(NC(=O)c2cc3c(s2)-c2ccccc2OC3)n1,0.0086
CC(C(=O)c1ccccc1)n1c(N2CCOCC2)nc2c1c(=O)n(C)c(=O)n2C (stereo not given),0.4
O=C(Nc1nnc(C(F)(F)F)s1)c1ccc(N2C(=O)C3C4C=CC(C4)C3C2=O)cc1 (stereo not given),0.0041
Cc1c2cnn(-c3ccccc3)c(=O)c2c(C)n1CCCC(=O)N1CCN(C)CC1,0.031

The list continues:
molecule,Cav32 inh
COc1cc(Cl)cc(NC(=O)CCN2CCN(C)CC2)c1,-0.019
CC(C)(C)NC(=O)NC(=O)COC(=O)c1cc(=O)[nH]c2ccccc12,-0.0015
c1ccc2c(c1)NC(CN1CCOCC1)CO2 (stereo not given),1
CN1CCN(S(=O)(=O)c2ccc3c4c(cccc24)C(=O)N3)CC1,-0.57
CCOC(=O)N1CCN(C(=O)CSc2nc(-c3cccc(C)c3)ns2)CC1,-3.2
COc1ccc(CN(C(=O)c2cc3ccccc3oc2=O)C2CCCCC2)cc1OC,0.08
CN(C)S(=O)(=O)c1ccc(C(=O)Nc2ccccc2F)cc1,-0.036
O=C(NCC(=O)N(Cc1cccs1)C(C(=O)NC1CCCC1)c1ccco1)c1cccs1 (stereo not given),-1.3

Further structures
molecule,Cav32 inh
CCN(CC)S(=O)(=O)c1ccc(C(=O)NCc2nnc(SCC(=O)OC)n2C)cc1,-3.8*
COCCNC(=O)CN(C(=O)CCC(=O)Nc1cc(C)on1)c1ccccc1C,2.1
COc1ccc(OC)c(NC(=O)C(Sc2ccccc2)c2ccccc2)c1 (stereo not given),-3.2
C=CCn1c(C)cc(C(=O)CSc2nnc3c(Cl)cc(Cl)cn23)c1C,0.8
Cc1ccc2[nH]c(=O)c(CN(Cc3ccco3)S(=O)(=O)c3c(C)ccc4nsnc34)cc2c1,0.22
COc1ccc(N2CCN(CCNS(=O)(=O)c3cccc4nsnc34)CC2)cc1,1.4
C=CCn1c(SCC(=O)Nc2cc(OC)c(NC(=O)c3ccco3)cc2OC)nnc1-c1ccncc1,1.1
COc1cc(/C=C(/NC(=O)c2ccccc2Cl)C(=O)O)cc(OC)c1OC,0.055

Continued:
molecule,Cav32 inh
CCOc1ccc(NC2=NC(C)(C)N=C(N)N2)cc1,0.57
CC1=CCC(C(=O)N/N=C/c2cccs2)C(c2ccc(F)cc2)C1 (stereo not given),-5.3*
CCC(=O)c1cc2c(cc1NC(=O)C(C)C)OCCO2,-1.1
COc1ccc(C(CNC(=O)c2cccnc2SC)N2CCOCC2)cc1 (stereo not given),-1.8
COc1ccc(CC(=O)NNC(=O)c2ccc(SCc3cc(F)ccc3F)c([N+](=O)[O-])c2)cc1,0.01
CCn1c(C(O)c2ccc3c(c2)OCO3)nc2ccccc21 (stereo not given),0.71
CC(=O)c1cccc(NC(=O)Cc2cccs2)c1,1.3
CCS(=O)(=O)N1Cc2ccccc2CC1C(=O)OCC(=O)Nc1ccc(C)cc1 (stereo not given),-1.1

Going on with the list.
molecule,Cav32 inh
COc1cccc(N2C(=O)CC(N3CCC(c4nc5ccccc5[nH]4)CC3)C2=O)c1 (stereo not given),-0.024
CCCC(=O)Nc1ccc(Cl)c(NC(=O)c2ccc(Br)o2)c1,-0.26
CCOc1ccc(C(=O)c2nc3c(n2O)CCCCC3)cc1,-0.022
Cc1nnc(SC(C)C(=O)Nc2ccc3c(c2)OCCO3)s1 (stereo not given),0.18
O=C(NCC(=O)N(c1cccnc1)C(C(=O)NC1CCCCC1)c1cccnc1)c1ccco1 (stereo not given),-0.74
Cc1cc(NC(=O)CCC(=O)N(c2cccc(F)c2)C(C(=O)NC2CCCC2)c2ccncc2)no1 (stereo not given),-0.22
COC(C[C@H]1O[C@@H]1[C@H](O)[C@H](C)OCc1ccccc1)OC,0.14
Cc1cccc(-c2nnc3sc(-c4ccccc4)nn23)c1,0.027

The list continues.
molecule,Cav32 inh
COc1ccc(CCN(C)C(=O)CSc2nccn2C)cc1OC,0.11
O=C(NC1CC1)C1Nc2ccc(OC(F)(F)F)cc2C2C=CCC12 (stereo not given),-0.33
CC(C)C1C(C#N)=C(N)Oc2n[nH]c(-c3ccc4ccccc4c3)c21 (stereo not given),-0.88
O=C(NCc1ccco1)C12CC3CC(CC(C3)C1)C2,0.12
